FXIa inh: inhibitors of human coagulation factor XIa; inhibition, % at 10 µM; AID 687; 0.3% of 33,000 active; purified human FXIa, fluorogenic AMC substrate cleavage;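 active = inhibition above 40% in the primary screen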;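 note: 0% = enzyme without compound and 100% = blank wells lacking enzyme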
Target sequence (P03951 19-387 limits assumed): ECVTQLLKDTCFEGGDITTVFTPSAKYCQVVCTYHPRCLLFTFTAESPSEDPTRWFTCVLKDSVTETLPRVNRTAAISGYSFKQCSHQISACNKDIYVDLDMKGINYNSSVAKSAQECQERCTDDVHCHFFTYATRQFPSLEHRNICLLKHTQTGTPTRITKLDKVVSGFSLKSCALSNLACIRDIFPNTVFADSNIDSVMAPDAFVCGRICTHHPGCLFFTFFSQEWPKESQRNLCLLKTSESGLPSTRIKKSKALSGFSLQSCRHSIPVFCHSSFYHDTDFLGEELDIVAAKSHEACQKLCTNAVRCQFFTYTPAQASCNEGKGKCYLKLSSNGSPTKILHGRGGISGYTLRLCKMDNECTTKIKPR
Target sequence (P03951 388-625 limits assumed): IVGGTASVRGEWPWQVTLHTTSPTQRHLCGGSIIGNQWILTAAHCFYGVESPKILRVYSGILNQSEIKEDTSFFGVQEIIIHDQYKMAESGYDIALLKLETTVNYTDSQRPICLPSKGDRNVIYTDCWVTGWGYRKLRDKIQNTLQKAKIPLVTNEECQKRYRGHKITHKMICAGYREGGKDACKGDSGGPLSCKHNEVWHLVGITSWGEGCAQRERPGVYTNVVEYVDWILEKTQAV
FXIIa inh: inhibitors of human coagulation factor XIIa; 0.2% of 33,000 active; P00748; inhibition, % at 10 µM; AID 701; purified human FXIIa, AMC substrate fluorescence, 2 h; in the data active = inhibition above about 30%;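 note: 0% = enzyme with vehicle only and 100% = no enzyme blank; many of its hits are not listed in these tables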
* = called active by the depositor. Only part of the results is shown. The share of hits here may be higher or lower than overall.

SMILES	FXIa inh	FXIIa inh
Cc1ccccc1NC(=O)N(C(C)C)C(C)C	1	10
Cc1ccc(C)c(CSc2ncccc2C(=O)O)c1	6	4
Cc1ccc(C(C(=O)NC2CCCCC2)N2CCC3(CC2)OCCO3)cc1 (stereo not given)	2	3
CCCCN(CCCC)CCNC(=O)CNC(=O)c1cccs1	-12	5
COc1ccc(C)cc1NC(=O)NCCC1=CCCCC1	-3	4
CC1=C(C#N)C(c2ccc3ncccc3c2)C(C#N)=C(C)N1	-3	7
COc1ccc(/C=C2\SC(=S)N(NC(=O)c3csc4c3CCCC4)C2=O)cc1	-3	5
Cc1ccc(C(=O)SC2=NCCS2)cc1	17	2
O=C(NCc1ccccn1)C1CCCN(S(=O)(=O)c2ccccc2)C1 (stereo not given)	1	-18
COc1ccc(N=Cc2c(O)[nH]c3ccccc23)cc1	2	6
Cc1ccc(S(=O)(=O)Cn2nnnc2C(CC(C)C)N2CCN(c3ccccc3)CC2)cc1 (stereo not given)	-3	2
CCOC(=O)c1ccc(NC(=O)CCC2COc3ccccc3O2)cc1 (stereo not given)	-15	-13
CC(=O)c1cc(F)c(N2CCOCC2)cc1C	0	8
Cc1ccc2[nH]c3c(N4CCOCC4)ncnc3c2c1	-2	0
N#CCCN/N=C(\Cc1nc2ccccc2[nH]1)c1ccccc1	21	8
Cc1cc2c(c(=O)n1Cc1cccnc1)C(c1ccccc1)C(C#N)=C(N)O2 (stereo not given)	-2	6
N#CC1=C(N)Oc2n[nH]c(-c3cccs3)c2C1c1cccs1 (stereo not given)	5	5
CCCCCCc1ccc(OCC(=O)OC)cc1OCC(=O)OC	1	1
CCOC(=O)c1nn(-c2ccccc2C)c(=O)c(C#N)c1C	-3	2
O=C(CSc1nnc(-c2ccccc2Cl)o1)Oc1ccc(Br)cc1	-2	-15
O=C(OCCN1CCCC1=O)c1cncc(Br)c1	26	-13
CN1[C@@H](CC(=O)c2ccccc2)CCC[C@H]1C[C@H](O)c1ccccc1	5	5
Oc1cccc(C=NCc2ccccc2)c1	0	16
N#CC1=C(N)Oc2n[nH]c(-c3cccs3)c2C1c1ccco1 (stereo not given)	-1	17
CCOC(=O)C1CCN(c2cc(=O)n(C3CCCCC3)c(=O)[nH]2)CC1	-7	1

Other structures.
SMILES	FXIa inh	FXIIa inh
Cc1ccc(C(=O)OC2CCS(=O)(=O)c3sccc32)cc1 (stereo not given)	9	3
Cc1ccc(C)c(NC(=O)c2ccc(OC(=O)c3ccco3)cc2)c1	10	3
Cc1cc(=O)oc2cc(OCC3CC(c4ccc(Br)cc4)=NO3)ccc12 (stereo not given)	-4	4
C=CCOC(=O)C1=C(C)NC(SCC(=O)NC(=O)OCC)=C(C#N)C1c1cccnc1 (stereo not given)	-7	7
COc1cccc(NC(=O)C2CC(=O)N=C(N)S2)c1 (stereo not given)	1	9
O=C(CCl)Oc1ccc2occ(C(=O)c3cccs3)c2c1	5	3
CCC(=O)c1ccc(OCC(O)CN2CCCCC2)cc1 (stereo not given)	3	2
CCCOc1ccc(Cn2c(O)cc(=O)[nH]c2=O)cc1	1	3
O=C1CC(c2ccccc2)Cc2nc3nc(C(F)(F)F)nn3cc21 (stereo not given)	-1	8
CCOC(=O)C1=C(C)C(c2ccccc2O)NC(=O)N1 (stereo not given)	29	-13
O=C(Oc1cccc(N2C(=O)CCC2=O)c1)C1CC(=O)N(c2ccc(Br)cc2)C1 (stereo not given)	4	7
CC(C)Oc1ccc(CNC(=O)Cn2c(=O)oc3ccccc32)cc1	-3	5
Cc1oc2c(c1C(=O)Nc1cccc(C(=O)O)c1)CCCC2	-5	3
CCn1nnc2sc3c(c2c1=O)CCC(C)C3 (stereo not given)	8	7
O=C(CN1CCSCC1)N/N=C/c1ccc(F)cc1F	-2	13
O=C(CCN1CCc2ccccc2C1)Nc1cccc(F)c1	-1	-12
Cc1ccc(S(=O)(=O)N2CCCOC2)cc1	-1	7
CCCOC(=O)Nc1cc(OC)c(Cl)cc1OC	-2	3
NC(=O)CSc1nnc(-c2cccc(S(=O)(=O)N3CCOCC3)c2)n1C1CCCCCC1	2	6
Cc1nnc(NC(=O)C2(c3ccccc3)CCOCC2)s1	0	-14
COc1ccc(S(=O)(=O)NCCc2csc(-c3cccnc3)n2)cc1	4	3
Cn1nc2c(c1C(=O)O)CCCC2	-5	3
COCCCNC(=O)c1c(NC(=O)c2cccs2)sc2c1CCCC2	1	3
COc1ccc(NC(=O)N(Cc2ccc3c(c2)OCO3)C2CC(=O)N(c3ccc(OC)cc3)C2=O)cc1 (stereo not given)	-8	-3
Cn1c(N)c(C(=O)COC(=O)C2CCCCC2)c(=O)n(C)c1=O	-14	7

Record cards (already shown):
CCCOC(=O)Nc1cc(OC)c(Cl)cc1OC is entered as FXIa inh: -2; FXIIa inh: 3
O=C(Oc1cccc(N2C(=O)CCC2=O)c1)C1CC(=O)N(c2ccc(Br)cc2)C1 (stereo not given) is entered as FXIa inh: 4; FXIIa inh: 7

(continued)
SMILES	FXIa inh	FXIIa inh
COc1ccc(Cn2c(C)c(C)c(C#N)c2NC(=O)Nc2ccc(F)cc2)cc1	10	7
CC(=O)NC1C(=O)N(CCc2ccccc2)c2ccc(Br)cc21 (stereo not given)	-5	-1
O=C(O)CN=C1NC2(CCCCC2)Cc2ccccc21	-3	3
Cc1cc(NC(=O)CSc2nnc(-c3ccccc3)n2Cc2ccco2)no1	-14	6
O=C(COC(=O)CC12CC3CC(CC(C3)C1)C2)Nc1ncc(Cl)cc1Cl	-1	5
Cc1cc(C)n2nc(CCc3ccccc3)nc2n1	9	12
c1ccc(CC2CCN(C3=Nc4cccc5cccc3c45)CC2)cc1	-7	6
CCOC(=O)N1CCC(NC(=O)CCN2C(=O)C3C4C=CC(C4)C3C2=O)CC1 (stereo not given)	-1	-14
COc1ccc(/C=N/Nc2nc3ccccc3o2)cc1OC	-4	9
O=C(N1CCOCC1)N1CCN(c2ccc(F)cc2)CC1	7	3
CC1(C(=O)O)CCC(C(=O)Nc2ccccc2)C1(C)C (stereo not given)	4	2
CCN(CC)C(=O)c1cc2c(=O)n3ccccc3nc2s1	-3	-17
COc1ccc(CN(CC2CCCO2)C(=O)CN2C(=O)COc3ccccc32)cc1OC (stereo not given)	0	7
N=c1c(C(=O)NCc2ccc(F)cc2)cc2c(=O)n3ccccc3nc2n1Cc1cccnc1	-2	-24
CCOc1ccc(N(CC)S(=O)(=O)c2ccc3c(c2)n(C)c(=O)c(=O)n3C)cc1	4	7
CC1CCc2c(sc(NC(=O)C(=O)NCc3ccco3)c2C#N)C1 (stereo not given)	-8	7
Cc1noc(NS(=O)(=O)c2ccc(N/C=C/C(=O)c3ccccc3)cc2)c1C	20	-13
O=C(Nc1cc(C(F)(F)F)ccc1-n1cncn1)c1ccc(-c2ccccc2)cc1	3	7
CC(C)Cc1cc(C(=O)Nc2cccnc2)no1	2	1
O=C(Nc1ccc(NC(=O)C2CCCCC2)nc1)c1ccco1	-10	0
CC(=O)C1=C(O)CCC1=NCCc1ccccc1	-4	9
CC1CCc2nc(NC(=O)CN3CCN(c4ccc(F)cc4)CC3)sc2C1 (stereo not given)	1	3
CC(Oc1ccc(Cl)cc1Cl)C(=O)OCn1nnc2ccccc2c1=O (stereo not given)	-3	9
Cc1cc(N2CCN(C(=O)c3ccco3)CC2)n2nc(C)c(-c3ccc(Cl)cc3)c2n1	-3	0
CCOC(=O)c1c(C)[nH]c(C)c1C(=O)CSc1nnnn1-c1ccccc1	-9	5

Other compounds follow:
SMILES	FXIa inh	FXIIa inh
CN(C)CCOC(=O)C1(c2ccccc2)CCCC1	2	11
Cc1ccc(-n2c(-c3ccco3)nc3c(cnn3-c3ccccc3C)c2=O)cc1	-2	3
Cc1cccc(Oc2ccc(N)cc2)c1	-7	0
O=C(Nc1ccccc1Cl)c1cc(S(=O)(=O)N2CCOCC2)cs1	-3	7
O=C(NCc1ccco1)c1ccc(Cn2c(=O)c3sccc3n(Cc3ccc(F)cc3)c2=O)cc1	-13	-13
CCC(Sc1nncn1C)C(=O)Nc1ccccc1OC (stereo not given)	4	1
O=C(Nc1cccc(NC(=O)c2ccco2)c1)c1ccc2c(c1)OCO2	8	6
COc1ccccc1Nc1ncnc2ccc(C)cc12	3	-11
CCn1c(COc2ccc(C)cc2)nnc1SCc1ccc(C#N)cc1	29	8
Cc1ccc(-n2c(CCC(=O)O)ccc2-c2cccs2)cc1	6	12
COc1cccc(OC)c1OCCOc1ccccc1OC(C)C	-6	2
OC(COc1cccc(OCC(O)CN2CCCC2)c1)CN1CCCC1 (stereo not given)	-2	2
O=S(=O)(c1ccc(Cl)cc1)n1nnc2ccccc21	0	3
O=C(CC(O)(c1ccccc1)C(F)(F)F)c1cccs1 (stereo not given)	-9	3
COc1cccc(C(=O)Nc2ccc(F)c(F)c2F)c1	5	5
CC(=O)Nc1ccc2c(c1)nc1n2CCSC1	-2	4
CC1(C)Cc2c(ccc3ccccc23)C(NNC(=O)c2cccnc2)=N1	3	9
CCCC(=Nc1ccc(N)cc1)C1=C(O)C(C(=O)OC)C(C)(C)CC1=O (stereo not given)	-10	-3
COCCn1c(=O)c2cc3c(=O)n(CCOC)c(=O)c3cc2c1=O	8	6
O=C(Nc1cccnc1)c1cnn2c(C(F)F)cc(C3CC3)nc12	3	10
Cc1nnc(SCC(=O)N2CCCCC2)n1CC1CCCO1 (stereo not given)	6	7
CC1CCCC2(C1)NC(=S)c1c(sc3c1CCCC3)N2 (stereo not given)	17	-14
Cc1ccc(C)c(S(=O)(=O)NCc2ccc(C(=O)N3CC(C)OC(C)C3)cc2)c1 (stereo not given)	-1	-20
O=C(CSc1nc(O)cc(=O)n1-c1ccccc1)NC1CCCCC1	-6	5
CC(=O)c1cc(C(=O)Nc2ccc(C(=O)O)cc2)oc1C	-10	8

Continuation:
SMILES	FXIa inh	FXIIa inh
CN(Cc1nc(-c2ccccn2)no1)S(=O)(=O)c1ccc(Cl)cc1	-3	-2
COc1ccc(NC(=O)Cn2nc(Cc3cccnc3)c3ccccc3c2=O)cc1OC	4	6
O=C(Nc1ccc(Cl)cc1)C1=Cc2cc(Cl)ccc2OC1	-5	5
CCOC(CNC(=O)c1cccn2c(=O)c3cc(Cl)ccc3nc12)OCC	-11	-1
CNCC(O)Cn1c(C(F)(F)F)nc2ccccc21 (stereo not given)	-11	8
COc1cc2c(cc1OC)-c1cc(NC3CC3)nc(=O)n1CC2	5	3
Cc1ccc(C(=O)Cn2ncsc2=N)cc1	-10	3
Cc1cccc(NC(=O)C2CC(=O)OC23CCCC3)c1 (stereo not given)	3	4
N#C/C(=C(/O)COC(=O)CCc1ccc(S(=O)(=O)N2CCOCC2)cc1)c1nc2ccccc2[nH]1	0	8
CCNC(=O)NC(=O)CSc1nc2ccccc2n1CC(C)C	-1	7
Cn1c(SCC(=O)n2c3c(c4ccccc42)CCCC3)nnc1-c1ccccc1	-7	11
CCn1c(SCC(=O)Nc2nc(C)c(C(=O)OC)s2)nnc1C(C)C	-3	-11
O=[N+]([O-])c1ccc(N2CCN(c3ccc(Cl)nn3)CC2)c(Cl)c1	11	4
O=c1cc(-c2ccco2)oc2c1ccc1ccccc12	1	-6
C=CCSc1nc2ccccc2c2nc(-c3ccccc3)nn12	3	7
CCOCCCNC(=O)CCSc1ccc(C)cc1	3	7
O=C(c1ccc(Br)o1)N(Cc1ccccc1)c1ccccn1	0	2
COc1ccc(N/C(C)=C2/C(=O)C(=O)N(CCO)C2c2ccc([N+](=O)[O-])cc2)cc1 (stereo not given)	-4	7
CC1=C(C)/C(=N\OS(=O)(=O)c2ccccc2)C=CC1=O	4	9
COc1cc(C2NC(=O)NC(C)=C2C(=O)NCc2ccccc2)c(Cl)cc1O (stereo not given)	0	17
C=CCn1c(-c2cccs2)nc2ccccc21	-6	7
COCCn1c(=S)[nH]c2cc(C(=O)NCCc3ccc(OC)c(OC)c3)ccc2c1=O	2	2
OC1(c2ccc(OC(F)F)cc2)CSC(=Nc2cccnc2)N1C1CC1 (stereo not given)	-2	3
CC(Oc1ccc(Cl)cc1Cl)c1nc(-c2ccc(NC(=O)c3ccccn3)cc2)no1 (stereo not given)	-1	5
Cc1cccc2c1N1C(=O)c3c(C(=O)O)cccc3C1CC2C (stereo not given)	6	3
Cc1cc(C)n2nc(C(=O)OCC(=O)Nc3ccc4c(c3)OC(F)(F)O4)nc2n1	-12	-9
CC(C)[C@H](Nc1nc(-c2ccccc2)nc2c1oc1ccccc12)C(=O)O	-3	0
CCOC(=O)CNC(=O)C(CC(C)C)NC(=O)C1CCCCC1 (stereo not given)	-7	2
O=C(Cc1cccc2ccccc12)OCn1nnc2ccccc2c1=O	2	6
CC(C)(C)C(=O)Nc1ccccc1N1CCN(C(=O)c2ccc(Cl)cc2)CC1	-2	9

Entries listed so far with fluorine:
SMILES	FXIa inh	FXIIa inh
CC(=O)c1cc(F)c(N2CCOCC2)cc1C	0	8
O=C1CC(c2ccccc2)Cc2nc3nc(C(F)(F)F)nn3cc21 (stereo not given)	-1	8
O=C(CN1CCSCC1)N/N=C/c1ccc(F)cc1F	-2	13
O=C(CCN1CCc2ccccc2C1)Nc1cccc(F)c1	-1	-12
COc1ccc(Cn2c(C)c(C)c(C#N)c2NC(=O)Nc2ccc(F)cc2)cc1	10	7
O=C(N1CCOCC1)N1CCN(c2ccc(F)cc2)CC1	7	3
N=c1c(C(=O)NCc2ccc(F)cc2)cc2c(=O)n3ccccc3nc2n1Cc1cccnc1	-2	-24
O=C(Nc1cc(C(F)(F)F)ccc1-n1cncn1)c1ccc(-c2ccccc2)cc1	3	7
CC1CCc2nc(NC(=O)CN3CCN(c4ccc(F)cc4)CC3)sc2C1 (stereo not given)	1	3
O=C(NCc1ccco1)c1ccc(Cn2c(=O)c3sccc3n(Cc3ccc(F)cc3)c2=O)cc1	-13	-13
O=C(CC(O)(c1ccccc1)C(F)(F)F)c1cccs1 (stereo not given)	-9	3
COc1cccc(C(=O)Nc2ccc(F)c(F)c2F)c1	5	5
O=C(Nc1cccnc1)c1cnn2c(C(F)F)cc(C3CC3)nc12	3	10
CNCC(O)Cn1c(C(F)(F)F)nc2ccccc21 (stereo not given)	-11	8
OC1(c2ccc(OC(F)F)cc2)CSC(=Nc2cccnc2)N1C1CC1 (stereo not given)	-2	3
Cc1cc(C)n2nc(C(=O)OCC(=O)Nc3ccc4c(c3)OC(F)(F)O4)nc2n1	-12	-9

Screening results (PubChem BioAssay)
